5HT1a ag: agonists of human 5-HT1a serotonin receptor; CHO 5-HT1a Ga15 NFAT-bla reporter, FRET ratio; 0% basal, 100% maximal reference agonist; activation, % at 10 µM; 0.56% of 65,000 active;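 active = activation above the screen-wide mean activation plus 3 SD, cut at about 19% in these data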;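 note: 0% = DMSO wells and 100% = 5-CT at EC100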
Target sequence (P08908 whole entry, looked up): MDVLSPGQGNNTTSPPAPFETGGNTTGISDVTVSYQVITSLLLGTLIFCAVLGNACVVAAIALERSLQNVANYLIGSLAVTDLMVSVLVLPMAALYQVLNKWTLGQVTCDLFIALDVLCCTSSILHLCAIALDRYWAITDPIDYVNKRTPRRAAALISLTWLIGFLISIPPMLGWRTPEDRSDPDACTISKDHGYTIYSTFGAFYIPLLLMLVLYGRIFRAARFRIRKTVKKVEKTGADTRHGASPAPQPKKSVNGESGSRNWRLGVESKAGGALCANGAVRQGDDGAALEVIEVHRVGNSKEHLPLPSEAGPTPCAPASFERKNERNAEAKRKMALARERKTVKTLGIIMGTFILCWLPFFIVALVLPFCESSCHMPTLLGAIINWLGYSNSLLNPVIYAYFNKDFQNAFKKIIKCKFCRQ
Hsp90 inh: displaces geldanamycin probe from tumor Hsp90; AID 429; 0.35% of 64,000 active; NCI-N417 lysate Hsp90, Cy3B-geldanamycin FP displacement; inhibition, % at 30 µM; P07900;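 active = inhibition above 50%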;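 note: 0% = tracer plus lysate wells and 100% = tracer alone without lysate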
HER2 expr 66K: inhibitors of human Her2 kinase expression; HER2 level % of control, % at 10 µM; 0.69% of 65,000 active; AID 645; P04626; SKBR-3 HER2 protein level, AlphaScreen, 18-24 h; stronger effect = lower value;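 active = HER2 level under 5% of the carrier-only control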;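 note: 100% = DMSO carrier and 0% = 500 nM PU-H71 HSP90 inhibitor; lower value means stronger loss of Her2 protein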
Fluor 339 460: intrinsic fluorescence of library compounds, ex339/em460 – biochemical, MLSMR library, data from DPM-DC assay, artefact control, profiling panel. fluorescence fold increase at 10 µM. AID 709. compound autofluorescence, ex339/em460 nm, NADH buffer; stronger effect = higher value; 1 = no-compound wells, NADH background. 5.5% of 65,000 active;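 active = at 10 µM, mean starting fluorescence two-fold or more over control wells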;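 note: signal is the first read of a kinetic run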
NADH coupling: inhibitors of enzymes used to reach an NAD/NADH endpoint; coupled PK/LDH NADH assays, four targets; 0.02% of 65,000 active; IC50, µM (titrated, usually from 10 µM), for inactives: at the highest dose inhibition; AID 774;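 active = single-dose screening hits from any of four coupled enzyme assays that gave an IC50 when retested across doses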;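 note: the DPM-DC format reads NADH fluorescence rather than 340 nm absorbance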
D1 allo mod: D1 dopamine receptor (human) allosteric modulation. P21728. HEK293 D1, CRE-luciferase, dopamine EC30 potentiation; actives deviate in either direction. B-score at 10 µM. 5.9% of 58,000 active. AID 641;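 active = luminescence count or its row- and column-corrected plate score outside the 99.7% band of the plate's sample wells, on either side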
Target sequence (P21728 whole entry, looked up): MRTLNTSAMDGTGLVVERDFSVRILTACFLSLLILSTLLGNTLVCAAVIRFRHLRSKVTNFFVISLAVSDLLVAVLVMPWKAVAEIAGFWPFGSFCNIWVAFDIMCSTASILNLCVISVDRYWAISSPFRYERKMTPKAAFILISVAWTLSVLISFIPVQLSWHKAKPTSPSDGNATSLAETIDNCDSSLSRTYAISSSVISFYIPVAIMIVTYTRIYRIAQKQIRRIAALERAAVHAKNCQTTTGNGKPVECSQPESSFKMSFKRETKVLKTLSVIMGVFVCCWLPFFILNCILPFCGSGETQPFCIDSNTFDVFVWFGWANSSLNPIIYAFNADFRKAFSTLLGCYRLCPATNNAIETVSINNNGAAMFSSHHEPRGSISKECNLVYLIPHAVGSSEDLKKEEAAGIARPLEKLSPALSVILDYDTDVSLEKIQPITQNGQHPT
M1 antagonist: antagonists of rat M1 muscarinic receptor; AID 628; CHO-M1 cells, Fluo-4 calcium, ACh EC80 antagonist mode; stronger effect = lower value; B-score at 10 µM; P08482; 3.4% of 64,000 active;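 active = calcium fluorescence response, raw or row-and-column corrected B-score, differing from the plate sample mean either way at a set confidence level, mostly lower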
M1 ag: activates the M1 muscarinic receptor; AID 626; 3% of 64,000 active; B-score at 10 µM; CHO-M1 cells, Fluo-4 calcium fluorescence, agonist mode; stronger effect = higher value;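 active = fluorescence rise, raw or as B-score row- and column-corrected plate score, outside the 99.7% band of its plate's samples, either direction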
Ec RNAP inh: blocks E. coli RNA polymerase transcription. P0A8V2. fluorescence transcription assay. inhibition, %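 (tested at 10 µM)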. 0.2% of 62,000 active; in the data active = inhibition above about 20%;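 note: 0% = enzyme without compound and 100% = no enzyme blank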
The depositor's hits bear a star; · = no result given; [ ] = dose if it differs, or a comment.

SMILES	5HT1a ag	Hsp90 inh	HER2 expr 66K	Fluor 339 460	NADH coupling	D1 allo mod	M1 antagonist	M1 ag	Ec RNAP inh
COc1ccc(NC(=O)c2ccc(N(C)S(C)(=O)=O)cc2)cc1OC	-2.1	1	68	1.1	2%	-0.38	-0.069	-1.3	12
CCOC(=O)N1CCC(NC(=O)C2CCN(S(=O)(=O)c3cnc[nH]3)CC2)CC1	-2.3	-3	81	0.95	10%	0.02	-0.3	1.1	5
CCCCCCOc1ccc(OCC(O)CN2C(=O)NC(C)(C)C2=O)cc1 (centres undefined)	-1.1	3	108	1.1	6%	0.066	0.047	0.023	-7
CCC(=O)Nc1ccccc1Oc1ccccc1	-6.9	-6	106	1.1	5%	0.28	1.6	0.89	9
Cc1ccc2cc3c(NC(=O)C(C)C)nn(C)c3nc2c1	0.3	0	85	1.9	8%	-0.031	0.093	0.12	-4
CCn1nc(NC(=O)c2ccccn2)c2cc3cccc(C)c3nc21	16	2	115	3.4*	9%[fluoresces]	-0.17	-0.24	-1.6	6
COc1cccc(N(CC(=O)NCCSc2ccccc2)S(C)(=O)=O)c1	-1.2	5	119	1.1	5%	-0.32	1.3	-0.73	9
C=CCN(CC=C)S(=O)(=O)c1ccc2nc(NC(=O)C(C)C)sc2c1	3.3	-8	65	1	2%	3.4	-2.4*	8.5*	4
N#Cc1c(NC(=O)CSc2nnnn2C2CCCCC2)sc2c1CCCC2	-2.0	-1	107	1	1%	-0.58	0.025	0.95	-2
Cc1cc(C(=O)OCC(=O)NC2CCS(=O)(=O)C2)c(C)n1-c1ccccc1 (centres undefined)	-1.0	-1	84	1.1	9%	-1	-1.7	0.22	2
COC(=O)CSc1n[nH]c(-c2ccncc2)n1	-1.4	2	162	1.2	3%	0.14	0.074	-0.46	7
NC(=O)c1ccsc1NC(=O)C1CC1	-1.3	1	101	1.1	0%	0.69	-0.64	-0.66	1
Cc1ccc(C)c(N(CC(=O)NCc2ccco2)C(=O)CCC(=O)Nc2ccccn2)c1	-0.6	-5	105	1.1	5%	-0.67	0.21	0.099	7
CC(=O)C1=C(O)C(=O)N(CCc2c[nH]c3ccccc23)C1c1ccco1 (centres undefined)	-0.2	-7	107	1.1	8%	·	0	-0.53	4
O=C(COC(=O)c1ccc(S(=O)(=O)NCc2ccco2)cc1)Nc1ccccc1OC(F)F	-2.1	·	118	1.1	3%	0.33	-0.13	-1.2	0
Cn1cnnc1-c1cccc(NS(=O)(=O)c2ccc(N3CCCC3=O)cc2)c1	-4.3	0	102	1.1	4%	-0.34	1.5	0.23	·
Cc1noc(C)c1S(=O)(=O)N1CCC(C(=O)N(C)Cc2ccccc2)CC1	7.8	-1	85	1.1	8%	0.47	·	·	18
COc1ccc(OC)c(-c2cc(C(=O)NCc3cccs3)no2)c1	0.0	1	58	1.4	4%	-0.064	0.61	-0.8	3
CC(NC(=O)Cn1cnnn1)C12CC3CC(CC(C3)C1)C2 (centres undefined)	-1.0	-4	102	1.1	3%	-0.88	0.79	-0.12	2
CCN1CCN(C(=O)c2cnn3c(C(F)F)cc(-c4ccc(C)cc4)nc23)CC1	-0.4	-1	90	2.3*	13%	·	0.015	1.7	8
Cc1ccc2cc(CN(CCN3CCCC3)C(=O)Nc3ccccc3)c(=O)[nH]c2c1C	0.1	0	90	1.3	2%	0.015	0.91	0.0013	-8
CC1(C)NC(=O)N(CC(O)COc2ccc(-c3ccc(C#N)cc3)cc2)C1=O (centres undefined)	-1.5	-3	77	1.9	7%	0.034	-0.045	-1.2	-4
CCOc1ccc(-n2c(SCC(=O)Nc3cc(C)on3)nc3c([nH]c4ccccc43)c2=O)cc1	-1.0	-1	82	1.2	6%	0.33	0.081	-0.21	3
CCOC(=O)C(NC(=O)c1ccccc1OCC)(Nc1ncccn1)C(F)(F)F (centres undefined)	-2.8	1	128	1.1	7%	-0.37	-0.086	-0.067	7
O=C(Nc1ccccc1C(=O)NCc1ccc(Cl)cc1)c1ccco1	-1.1	1	90	1.2	4%	1.6	-0.019	0.75	11
COc1ccc(OC)c(NC(=O)CSc2nnc(Cn3c(=O)sc4ccccc43)n2C)c1	-1.8	-2	71	1	1%	·	0.28	-0.31	10
CC(C)(C)C1=C(C#N)C(c2ccc3c(c2)OCO3)C(C#N)=C(N)O1 (centres undefined)	-1.0	0	153	1.1	10%	0.3	-0.81	0.14	7
CCOC(=O)C(CC)n1cnc2sc3c(c2c1=O)CCC3 (centres undefined)	-1.9	2	123	1.1	7%	-0.49	0.047	0.3	6
CCOC(=O)Cc1[nH]nc2c1C(c1cccc(OC)c1OC)C(C#N)=C(N)O2 (centres undefined)	0.8	0	114	1	7%	6.3*	0.88	-0.00046	4
CCOC(=O)c1oc2nc(C(C)C)c3c(c2c1N)CC(C)(C)OC3	0.3	-4	88	3.8*	8%[fluoresces]	4.7*	-0.038	0.45	-11
Cc1ccc(SCc2[nH]nc3c2C2(C(=O)N(C)c4ccccc42)C(C#N)=C(N)O3)cc1 (centres undefined)	0.7	-4	55	1.1	4%	-0.23	1.9	-0.037	6
COc1ccc(N2CCN(Cc3cc(=O)oc4cc(C)c(Cl)cc34)CC2)cc1	0.5	-4	34	1.1	2%	0.41	-0.18	-0.29	5
COc1ccccc1N1CCN(S(=O)(=O)c2ccc(F)cc2)CC1	-0.3	2	76	1.1	3%	0.58	0.12	-0.55	10
N#CC1=C(N)Oc2n[nH]c(-c3cccs3)c2C1c1ccsc1 (centres undefined)	-5.7	0	99	1.1	5%	4.4*	0.15	0.43	6
O=c1c2[nH]c3ccccc3c2ncn1CCC1=CCCCC1	-1.4	-5	82	1.2	6%	-0.024	0.65	-0.54	·
Brc1c(OCCOCCn2cncn2)ccc2ccccc12	-2.3	-4	118	1.1	3%	1.4	0.48	0.19	8
CCn1c(SCC(=O)c2c(N)n(C)c(=O)n(C)c2=O)nc2sc(C)c(C)c2c1=O	-3.4	-5	95	1.1	5%	0.9	0.16	-0.43	-6
COC(=O)Oc1c(Br)c(=O)oc2ccccc12	-1.1	-2	111	1.1	3%	-1.1	-0.71	0.024	15
CC(=O)NC(NC(C)=O)c1ccc(Br)cc1	·	1	86	1	7%	·	·	·	·
O=C(CN1C(=O)c2ccccc2C1=O)N1CCN(c2nnc(-c3ccccc3)c3ccccc23)CC1	-1.4	0	41	1.1	2%	-0.23	-0.057	-0.91	·
Cc1ccc(N=Cc2c(O)n(C)c(=O)n(C)c2=O)nc1	-3.0	·	74	1.1	4%	0.2	0.85	0.88	0
CCOC(=O)c1c(C)oc2c1c(C=NCc1ccccn1)c(O)c1ccccc12	-2.0	44	34	1.1	3%	4.2*	-0.95	7.1*	8
CCOC(=O)C1CCN(C(=O)c2cccnc2)CC1	-0.1	-2	88	1.1	8%	-0.014	0.77	-0.35	5
CCN(CC)c1ccc(NC(=O)CCCCCN2C(=O)c3ccccc3C2=O)cc1	-1.1	6	86	1.1	3%	0.95	0.14	0.16	2
Cc1ccc(-n2nc3c(c2NC(=O)c2ccc4c(c2)OCO4)CS(=O)C3)cc1 (centres undefined)	0.3	-1	95	1.1	9%	1	0.25	-1.6	10
Cc1cccc2nc(CSc3nnnn3-c3ccccc3)cn12	2.0	2	91	1.1	2%	0.079	-0.75	-0.0058	13
COc1cc(NC(=O)C2CC(=O)NC3=C2C(=O)CC(C)(C)C3)c(OC)cc1Cl (centres undefined)	-0.7	-4	93	1	8%	·	-0.082	16*	14
COCCNC(=O)c1snc2ccc(Cl)cc12	0.0	0	91	1.2	2%	0.74	0.92	0.054	-6
CCCC(=O)Nc1c2c(nn1-c1ccc(OC)cc1)CS(=O)(=O)C2	1.6	-2	103	1	7%	0.99	1.3	0.59	4
COC(=O)c1cc(C(=O)OC)cc(N2C(=O)CN=C2Nc2nc(C)cc(C)n2)c1	-1.2	-3	108	1.1	0%	0.22	-0.59	-0.17	6
O=C(NC(Cc1ccccc1)C(=O)N1CCN(c2ccccn2)CC1)c1ccco1 (centres undefined)	-1.1	0	84	1.2	8%	-1.4	0	0.038	4
O=C(CN1CCC(c2nc3ccccc3[nH]2)CC1)NCc1ccc2c(c1)OCO2	0.3	6	102	1.1	9%	-0.5	0.14	0.0094	8
Cc1sc2nc(CN3CCOCC3)nc(Oc3ccc(NC(=O)c4ccco4)cc3)c2c1C	4.1	8	54	1.1	6%	0.78	-0.11	-0.25	5
O=C(CCn1cccc1)NC1CCCc2ccccc21 (centres undefined)	-2.7	0	111	1.1	3%	1	0.31	-0.65	3
CC(C)N(C(=O)NC(=O)NCC1CCCO1)S(C)(=O)=O (centres undefined)	-2.3	-2	79	1.1	1%	-0.26	0.44	0.27	-1
Cn1c(=O)c2c(ncn2Cc2ccc(Cl)c(Cl)c2)n(C)c1=O	-2.0	2	125	1.1	9%	0.084	0.33	0.19	-2
COc1ccc(OC)c(S(=O)(=O)NCc2cn3ccsc3n2)c1	-1.7	-2	76	1	4%	0.67	-0.33	-0.62	·
O=C(c1c[nH]c2ccccc12)C(O)C(c1ccccc1)N1CCOCC1 (centres undefined)	-1.8	-14	67	1.1	4%	·	0.3	-0.19	-11
O=C(O)Cn1nc2ccccc2n1	-4.0	-1	82	1	4%	0.33	-0.13	-0.013	-7
CCOC(=O)N1CCN(C(=O)CN(C2CCCCC2)S(=O)(=O)c2ccc(F)cc2)CC1	·	-4	38	1	4%	-0.37	-0.29	0.33	11

Record cards, as listed above:
COc1ccc(OC)c(S(=O)(=O)NCc2cn3ccsc3n2)c1 as listed: 5HT1a ag = -1.7; Hsp90 inh = -2; HER2 expr 66K = 76; Fluor 339 460 = 1; NADH coupling = 4%; D1 allo mod = 0.67; M1 antagonist = -0.33; M1 ag = -0.62; Ec RNAP inh = ·
Cc1cccc2nc(CSc3nnnn3-c3ccccc3)cn12 as listed: 5HT1a ag = 2.0; Hsp90 inh = 2; HER2 expr 66K = 91; Fluor 339 460 = 1.1; NADH coupling = 2%; D1 allo mod = 0.079; M1 antagonist = -0.75; M1 ag = -0.0058; Ec RNAP inh = 13
CCOC(=O)N1CCN(C(=O)CN(C2CCCCC2)S(=O)(=O)c2ccc(F)cc2)CC1 as listed: 5HT1a ag = ·; Hsp90 inh = -4; HER2 expr 66K = 38; Fluor 339 460 = 1; NADH coupling = 4%; D1 allo mod = -0.37; M1 antagonist = -0.29; M1 ag = 0.33; Ec RNAP inh = 11

Additional entries follow:
SMILES	5HT1a ag	Hsp90 inh	HER2 expr 66K	Fluor 339 460	NADH coupling	D1 allo mod	M1 antagonist	M1 ag	Ec RNAP inh
CC1CCCCN1C(=O)CSc1ccc(-c2ccc(F)cc2)nn1 (centres undefined)	-4.3	-1	70	1.1	8%	0.75	-0.46	0.18	-1
Cn1c(=O)c2c(nc(CN3CCOCC3)n2CC(=O)c2ccccc2)n(C)c1=O	0.1	0	52	1.1	4%	-0.27	0.53	-1	·
NC(=O)CN1CCOCCN(CC(N)=O)CCOCC1	-2.3	0	108	1.1	2%	0.022	1.6	1.1	10
CC(=O)c1cccc(-n2nnnc2SCC(=O)N2CCCC2)c1	-1.0	-2	74	1	11%	1.1	-1.6	-0.035	6
O=C(CC(c1ccc(F)cc1)c1ccco1)N1CCOCC1 (centres undefined)	-4.0	-2	109	1.1	1%	-0.12	0	-0.74	4
O=S(=O)(c1ccc(S(=O)(=O)N2CCCC2)cc1)N1CCCCCC1	-0.3	-1	95	1	6%	0.0058	-1.1	-1	-6
CCOC(=O)CC(=O)CSc1ncnc2c1oc1ccccc12	-0.8	-3	98	1.1	7%	0.91	0.53	-0.052	11
Cn1nnnc1SCC(=O)Nc1ccccc1-c1ccccc1	-1.2	-6	118	0.98	3%	-0.13	0.6	-0.27	5
COc1cccc(-c2nnc3sc(-c4ccco4)nn23)c1	2.2	-1	103	1.1	3%	·	0.56	1.1	4
CCn1c(=O)c2ccccc2n2c(SCC(=O)NCc3cccs3)nnc12	1.7	-5	66	1.1	6%	4.7*	0.43	0.95	-2
O=C1OCCC1N1C(=O)c2ccccc2S1(=O)=O (centres undefined)	-0.1	-3	93	1.1	6%	-4.3*	-0.7	-0.48	6

Screening data (PubChem BioAssay)
